MEKK3 PB1 HTS = MEKK3-MEK5 PB1 interaction, increase or decrease; 290,000 compounds, 1.4% hits; binding response (% of control), % at 10 µM; Q99759; bead-based flow cytometry, Alexa488-MEK5 binding to MEKK3; actives lie on both sides; 0 = blocked by unlabeled MEK5, 100 = vehicle; AID 1529;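 active means binding response more than 3 SD above or below the average of its plate-row segment, actives on both sides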;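 further: Alexa488 bead fluorescence after subtracting the streptavidin-only scavenger bead signal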
NALP1 inh = blocks the NALP1 inflammasome reconstituted in yeast; S. cerevisiae NALP1/ASC/caspase-1 growth, X-gal OD620, 72 h; inhibition, % at 10 µM; 280,000 compounds, 0.61% hits; in the data active means inhibition mostly above about 24%, no sharp cut-off; inactive means mostly below about 32%; further: some compounds called inactive have numbers as strong as hits
PHOSPHO1 block = blocks human PHOSPHO1 phosphatase activity. recombinant PHOSPHO1, absorbance phosphatase assay. inhibition, % at 13.3 µM. 290,000 compounds, 1.1% hits. AID 1565; in the data active means inhibition above about 60%
Target sequence (Q8TCT1 whole entry, looked up): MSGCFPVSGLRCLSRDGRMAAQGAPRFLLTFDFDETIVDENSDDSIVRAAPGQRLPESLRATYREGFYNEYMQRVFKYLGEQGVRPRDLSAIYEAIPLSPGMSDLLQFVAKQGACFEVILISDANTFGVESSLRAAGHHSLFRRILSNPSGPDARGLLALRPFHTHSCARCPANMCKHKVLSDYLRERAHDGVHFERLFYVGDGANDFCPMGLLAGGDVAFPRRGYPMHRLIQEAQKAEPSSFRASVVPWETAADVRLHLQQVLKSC
M18AAP inhibitor = blocks P. falciparum M18 aspartyl aminopeptidase. inhibition, % at 7.35 µM. 290,000 compounds, 1.2% hits. AID 1822. recombinant PfM18AAP, H-Glu-NHMec fluorogenic cleavage;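 active means inhibition above the campaign mean inhibition over all tested compounds plus 3 SD, cut at about 28% in these data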;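 further: 0% = plate median of test compound wells and 100% = 2 mM ZnCl2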
GPR7 antag = human neuropeptides B/W receptor 1 antagonism. P48145. GPR7-expressing cells, fluorescence antagonist assay. inhibition, % at 4.4 µM. 290,000 compounds, 1.1% hits. AID 1861; in the data active means inhibition above about 16%, passing the limit was not always enough;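 further: cells stimulated with the agonist NPW; 0% = agonist with vehicle and 100% = vehicle without agonist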
Target sequence (P48145 whole entry, looked up): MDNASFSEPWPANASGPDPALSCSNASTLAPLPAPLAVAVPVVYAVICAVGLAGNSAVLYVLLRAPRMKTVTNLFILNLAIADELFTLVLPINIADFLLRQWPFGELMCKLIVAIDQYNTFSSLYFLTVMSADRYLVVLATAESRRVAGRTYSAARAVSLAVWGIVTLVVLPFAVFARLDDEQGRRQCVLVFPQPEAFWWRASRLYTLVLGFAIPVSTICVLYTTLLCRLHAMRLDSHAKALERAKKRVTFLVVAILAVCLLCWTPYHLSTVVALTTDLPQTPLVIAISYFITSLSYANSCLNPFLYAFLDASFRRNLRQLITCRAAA
OXTR agonist = activates the human oxytocin receptor | P30559 | CHO-OTR cells, Fluo-8 calcium fluorescence; normalized: DMSO 0%, oxytocin 100% | activation, % at 3 µM | 320,000 compounds, 0.32% hits;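 active means activation above the mean of all tested compounds plus 3 SD, cutoff set per screening run, cut at about 20% in these data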;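 further: peak over basal fluorescence ratio from a 100 s FLIPR kinetic read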
Target sequence (P30559 whole entry, looked up): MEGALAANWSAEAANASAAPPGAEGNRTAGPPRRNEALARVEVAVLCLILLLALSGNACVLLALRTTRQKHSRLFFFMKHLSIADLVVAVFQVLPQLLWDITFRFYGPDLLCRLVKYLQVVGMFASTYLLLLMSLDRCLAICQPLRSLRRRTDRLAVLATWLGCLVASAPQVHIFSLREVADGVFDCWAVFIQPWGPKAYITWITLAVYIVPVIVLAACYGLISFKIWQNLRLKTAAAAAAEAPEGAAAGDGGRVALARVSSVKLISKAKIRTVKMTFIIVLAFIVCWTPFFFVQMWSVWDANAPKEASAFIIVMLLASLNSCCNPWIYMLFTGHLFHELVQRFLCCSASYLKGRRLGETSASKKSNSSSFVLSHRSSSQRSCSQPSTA
MEKK2wt PB1 HTS = raises or lowers MEK5 binding to wildtype human MEKK2 PB1 domain; Q9Y2U5; bead flow cytometry, Alexa488-MEK5 binding to MEKK2 WT; actives lie on both sides; binding response (% of control), % at 10 µM; 290,000 compounds, 1.1% hits; in the data active means binding response below about 67% or above about 130%
MEKK2 mut-MEK5 = signal of MEK5 binding to mutant human MEKK2 PB1 domain | bead flow cytometry, Alexa488-MEK5 binding to MEKK2 mutant | percent response, % at 10 µM | 290,000 compounds, 0.35% hits | AID 1530; in the data active means percent response above about 24%, passing the limit was not always enough; further: inactives centre near 1; some results filed as inactive read as strong as hits; reference of the scale not given here
DNA FID counter = counter-screen for HCV NS3 helicase inhibitors: DNA intercalator displacement; DNA fluorescent intercalator displacement, fluorescence; inhibition, % at 7.9 µM; 290,000 compounds, 0.17% hits; AID 1845; in the data active means inhibition above about 37%;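 further: 0% = vehicle and 100% = reference compound; higher means more ethidium bromide displaced from hairpin DNA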
* marks the source's active call; other numbers are inactive results; . = no result given; [ ] = dose if it differs, or a comment. An unsorted share of the library; 6.2% or so of the library scored in one or more.

SMILES | MEKK3 PB1 HTS | NALP1 inh | PHOSPHO1 block | M18AAP inhibitor | GPR7 antag | OXTR agonist | MEKK2wt PB1 HTS | MEKK2 mut-MEK5 | DNA FID counter
COc1ccc(C(=O)N(c2ccccn2)C2CCCCC2)c(OC)c1 | 92 | -1 | 32 | -1 | -2 | -0.9 | 94 | -6 | -17
Clc1ccc(CSc2nnc(-c3sccc3-n3cccc3)o2)cc1 | 78 | -6 | 50 | 4 | -12 | 1.2 | 86 | -14 | -5
Cc1cc(OC(C)C(=O)NCCCN2CCOCC2)c2c(C)cc(=O)oc2c1 (stereo not given) | 100 | 7 | 28 | -7 | -14 | -0.2 | 102 | -2 | 4
COC(=O)c1ccccc1C(=O)N1CC(O)CO1 (stereo not given) | 107 | 3 | 18 | -6 | 2 | 0.6 | 106 | 10 | -7
CC1CCc2nc3ccc(S(=O)(=O)N4CCC(C(=O)NCc5ccccc5Cl)CC4)cc3c(C(=O)O)c2C1 (stereo not given) | 97 | 7 | 17 | 3 | -10 | 0.0 | 94 | -2 | -15
CC(C)c1[nH]c(=O)c(C#N)c2c1CSC(C)(C)C2 | 3.0*[inhibitor] | 20 | 2 | -2 | -1 | -0.6 | 3.0*[inhibitor] | -14 | -2
Cc1ccc(Nc2nc(N)nc(CSc3nnnn3-c3ccccc3)n2)cc1 | 107 | 7 | 12 | 1 | -8 | -2.0 | 106 | 4 | -22
COc1ccccc1CCNC(=O)NC1CCCCC1 | 101 | 0 | 18 | 3 | -13 | -2.2 | 104 | 0 | -11
O=c1[nH]c2ccc(Cl)cc2c(-c2ccccc2)c1N1CCN(c2ccccn2)CC1 | 96 | 4 | 7 | 3 | -3 | 3.2 | 89 | -6 | -5
CCN(CC)CCNC(=O)Cn1nc(-c2ccccc2)c2ccccc2c1=O | 104 | 5 | 14 | -4 | -16 | -1.0 | 106 | 9 | 9
COc1cccc(CNC(=O)Cn2cc3c(n2)CCCCC3)c1 | 95 | -10 | -5 | . | . | -0.6 | 93 | 0 | .
COc1cccc(CN(Cc2cccnc2)S(=O)(=O)c2ccc(-n3cnnn3)c(C)c2)c1 | 87 | -21 | -11 | 1 | 3 | 1.4 | 85 | -1 | -30
COc1ccc(CC(=O)NCC(=O)N/N=C/c2ccc(C)o2)cc1 | 103 | 26 | -6 | 4 | -2 | -0.8 | 122 | 14 | -3
Cc1ccccc1NC(=O)Cc1nnc(SCC(=O)NC2CCCCC2)n1C | 102 | 24 | 32 | 7 | -17 | -1.6 | 100 | 5 | -22
COc1ccccc1N1CCN(Cc2ccc(Br)o2)CC1 | 101 | 4 | 10 | -1 | 6 | -0.8 | 102 | 2 | -1
Cc1ccc(S(=O)(=O)NC(C(=O)N2CCOCCOCCOCCOCC2)C(C)C)cc1 (stereo not given) | 98 | 0 | 10 | -5 | -6 | -0.1 | 95 | 2 | -24
C=CCn1c(=O)c(C(=O)NCc2ccccc2)c(O)c2ccccc21 | 102 | 9 | 8 | 2 | -32 | -0.9 | 100 | 0 | -14
CN(C)c1cccc(C(=O)N/N=C/c2ccccc2F)c1 | 103 | -22 | 28 | 2 | 1 | -0.3 | 100 | 0 | -6
COc1cccc(NC(=O)CC2Oc3ccccc3NC2=O)c1 (stereo not given) | 103 | 7 | 28 | -12 | 6 | 1.1 | 102 | 4 | -10
CC(=O)N1CCN(c2ccc(NC(=O)c3ccccc3C)cc2)CC1 | 98 | 20 | 14 | 11 | -4 | -0.5 | 99 | 1 | -8

The final 2 compounds of the section before open the next one:
SMILES | MEKK3 PB1 HTS | NALP1 inh | PHOSPHO1 block | M18AAP inhibitor | GPR7 antag | OXTR agonist | MEKK2wt PB1 HTS | MEKK2 mut-MEK5 | DNA FID counter
COc1cccc(NC(=O)CC2Oc3ccccc3NC2=O)c1 (stereo not given) | 103 | 7 | 28 | -12 | 6 | 1.1 | 102 | 4 | -10
CC(=O)N1CCN(c2ccc(NC(=O)c3ccccc3C)cc2)CC1 | 98 | 20 | 14 | 11 | -4 | -0.5 | 99 | 1 | -8
O=Cc1cn[nH]c1-c1ccccc1 | 105 | -15 | 32 | 8 | -13 | 0.8 | 93 | -8 | 5
Cc1cc(C)nc(N2CCC(C(=O)NNC(=O)Cc3ccccc3)CC2)n1 | 94 | . | -1 | -4 | -3 | 0.7 | 108 | -1 | -12
O=C(O)CC(NC(=O)Nc1ccccc1)c1ccc(OC2CCCC2)cc1 (stereo not given) | 66 | -6 | 2 | 3 | -1 | 0.0 | 76 | -4 | -32
Cc1ccc(N/N=C/c2ccc(N3CCOCC3)cc2)cc1C | 92 | 6 | 9 | 12 | -6 | -0.8 | 98 | -1 | -7
Fc1ccc(Cn2nnnc2C(c2ccc(Cl)cc2)N2CCSCC2)cc1 (stereo not given) | 98 | 35 | 25 | 0 | 34* | -0.5 | 93 | 0 | -14
Cc1nc(-c2ccc(Cl)cc2)sc1C1(C)CC(c2cccc(F)c2)=NO1 (stereo not given) | 82 | . | -4 | . | . | 2.3 | 83 | 5 | .
CCOC(=O)c1sc2nccc(N(C)C)c2c1N=CNOC | 96 | 6 | 16 | 8 | -4 | -2.6 | 103 | -5 | -19
CC(C)(C)NC(=O)CN(C(=O)C(=O)Nc1ccc2c(c1)OCCO2)C1CCCC1 | 100 | 35 | 0 | 5 | 13 | -0.4 | 100 | -1 | -31
COCCCNC(=S)NNC(=O)c1ccc(S(=O)(=O)N2CCC(C)CC2)cc1 | 109 | -7 | 28 | 6 | -13 | -0.3 | 105 | 0 | -19
CCN(CC)CCc1c(C)[nH]c(C(=O)OCc2ccccc2)c1C | 103 | 4 | 18 | -2 | 4 | 4.1 | 128 | 12 | 12
CCOc1ccc2cc(C3CC(c4ccco4)=NN3S(C)(=O)=O)c(=O)[nH]c2c1 (stereo not given) | 102 | . | -6 | -6 | 0 | 0.4 | 95 | -2 | -19
CCC(=O)Nc1nc(C)c(-c2csc(Nc3ccc(C(=O)O)cc3)n2)s1 | 103 | 7 | 10 | 18 | -12 | . | 101 | 0 | -27
COc1ccc([N+](=O)[O-])cc1-n1cnnn1 | 101 | 6 | 21 | -6 | -11 | 1.1 | 100 | -8 | -2
CCOC(CNC(=O)c1ccc2c(c1)ncn2-c1ccc(F)c(F)c1)OCC | 103 | 18 | -13 | -4 | -3 | -0.7 | 99 | -5 | -32
O=C(c1cccs1)N1CCCC(c2nc3c(nnn3Cc3cccc(Cl)c3)c(=O)[nH]2)C1 (stereo not given) | 101 | 11 | 43 | 9 | -9 | -0.7 | 107 | 5 | -41
O=C(/C=C/c1ccc(Br)o1)Nc1nccs1 | 99 | 9 | -6 | 10 | -1 | -2.2 | 99 | -1 | 2
C/C(CC(=O)Nc1ccc(F)cc1F)=N\NC(=O)C(=O)N1CCCCC1 | 101 | 1 | 17 | 6 | -11 | -0.4 | 100 | 2 | -9
O=C(NCc1ccco1)C1CCCN1S(=O)(=O)c1ccc2ccccc2c1 (stereo not given) | 101 | -9 | 6 | 4 | 0 | -1.2 | 102 | 2 | -10
COc1ccc(CNc2ncnc3sccc23)cc1OC | 98 | -4 | 15 | 4 | -2 | 8.4 | 94 | -4 | -4
COc1cc(C2NC(=O)c3ccccc3O2)cc(OC)c1OC (stereo not given) | 104 | 24 | 3 | 13 | 1 | 2.2 | 110 | 3 | -1
CCOc1ccc(CCNC(=O)C2CC=CCC2C(=O)OC(C)C)cc1OCC (stereo not given) | 105 | -6 | 33 | 3 | -2 | -1.4 | 111 | 7 | -38
Cc1nn(Cc2cccc(C(=O)Nn3cc([N+](=O)[O-])cn3)c2)c(C)c1[N+](=O)[O-] | 128* | 27 | 3 | 2 | -4 | -0.5 | 104 | 0 | 4
CCN(CC)C(=O)CSc1nc(OC)cc(=O)[nH]1 | 109 | 30 | 3 | -15 | -6 | 0.2 | 106 | 3 | 2
NC(=O)COC(=O)c1ccc2noc(-c3ccccc3)c2c1 | 104 | -27 | 18 | 14 | 2 | 1.7 | 106 | 2 | -11
COC(=O)c1c(C(=O)OC)c(-c2ccc(Cl)c(Cl)c2)n2c1CCC2 | 96 | 14 | 15 | -10 | 5 | -0.8 | 104 | 3 | -6
COc1ccc(CCNC(=O)CSCc2ccc(C)cc2)cc1OC | 104 | . | . | -6 | 13 | -0.6 | 104 | 1 | -20
CCCCc1ccc(-c2csc(/C(C#N)=C/c3ccco3)n2)cc1 | 92 | 9 | -4 | -4 | 0 | 1.4 | 98 | -1 | -7
CCOC(=O)c1c(C)n(C)c2cc(Br)c(O)c(O)c12 | 105 | -13 | 40 | 51* | -4 | -0.2 | 98 | 1 | -17
C=CCn1c(=O)/c(=C2/Sc3cc(OC)ccc3N2C)s/c1=C1\C(=O)N(CC)C(=S)N1C | 90 | 2 | -6 | 4 | -6 | -1.5 | 83 | -11 | 16
CCOC(=O)c1c(CSc2ccccc2)oc2cc(Br)c(O)c(CN(C)C)c12 | 93 | 14 | -25 | 1 | 6 | -0.5 | 104 | 0 | 10
CCOC(=O)C1=CN(Cc2ccc(OC)cc2)C=C(C(=O)OCC)C1c1cccs1 | 97 | 8 | 10 | -5 | -9 | -0.4 | 93 | -2 | -24
COc1ccc(N2CCN(C(=O)CNC(=O)c3ccco3)CC2)cc1 | 108 | 2 | 38 | -2 | 0 | 0.7 | 113 | 6 | -3
CCC(c1ccccc1)c1nc(-c2cccnc2)no1 (stereo not given) | 102 | 27 | 6 | -4 | -5 | -2.7 | 90 | 3 | -7
COc1ccc2c(c1OC)C(=O)N1c3ccccc3COC21 (stereo not given) | 109 | -1 | 8 | 4 | 4 | -2.0 | 110 | 13 | -10
O=C1N=c2ccccc2=C1c1sc(=S)n(Cc2ccccc2Cl)c1O | 85 | 19 | 27 | -11 | -13 | -1.3 | 84 | -22 | -5

Entries from the list above containing a Cl atom, in the order listed:
SMILES | MEKK3 PB1 HTS | NALP1 inh | PHOSPHO1 block | M18AAP inhibitor | GPR7 antag | OXTR agonist | MEKK2wt PB1 HTS | MEKK2 mut-MEK5 | DNA FID counter
Clc1ccc(CSc2nnc(-c3sccc3-n3cccc3)o2)cc1 | 78 | -6 | 50 | 4 | -12 | 1.2 | 86 | -14 | -5
CC1CCc2nc3ccc(S(=O)(=O)N4CCC(C(=O)NCc5ccccc5Cl)CC4)cc3c(C(=O)O)c2C1 (stereo not given) | 97 | 7 | 17 | 3 | -10 | 0.0 | 94 | -2 | -15
O=c1[nH]c2ccc(Cl)cc2c(-c2ccccc2)c1N1CCN(c2ccccn2)CC1 | 96 | 4 | 7 | 3 | -3 | 3.2 | 89 | -6 | -5
Fc1ccc(Cn2nnnc2C(c2ccc(Cl)cc2)N2CCSCC2)cc1 (stereo not given) | 98 | 35 | 25 | 0 | 34* | -0.5 | 93 | 0 | -14
Cc1nc(-c2ccc(Cl)cc2)sc1C1(C)CC(c2cccc(F)c2)=NO1 (stereo not given) | 82 | . | -4 | . | . | 2.3 | 83 | 5 | .
O=C(c1cccs1)N1CCCC(c2nc3c(nnn3Cc3cccc(Cl)c3)c(=O)[nH]2)C1 (stereo not given) | 101 | 11 | 43 | 9 | -9 | -0.7 | 107 | 5 | -41
COC(=O)c1c(C(=O)OC)c(-c2ccc(Cl)c(Cl)c2)n2c1CCC2 | 96 | 14 | 15 | -10 | 5 | -0.8 | 104 | 3 | -6
O=C1N=c2ccccc2=C1c1sc(=S)n(Cc2ccccc2Cl)c1O | 85 | 19 | 27 | -11 | -13 | -1.3 | 84 | -22 | -5
